GSH fluor: GSH bead compound fluorescence profile; AID 1776; 190,000 tested, 0.25% active; GSH beads flow cytometry, compound fluorescence 488/530 nm; active compounds read high; fluorescence (KMESF) at 10 µM; in the data active = fluorescence above about 89;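 note: glutathione beads carrying GST-tagged Bcl family fusion proteins plus one bare bead set; values are compound well signal with DMSO vehicle wells as background; inactives centre near 16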
ABCB1 inh: inhibitors of human ABCB1 transporter, ABCG2 counter-screen | P08183 | CCRF-Adr cells, JC-1 efflux, flow cytometry | inhibition, % at 6.6 µM | 190,000 tested, 0.067% active | AID 1326; in the data active = inhibition above about 40%;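 note: 0% = vehicle and 100% = reference inhibitor; higher value means more JC-1 retained so stronger ABCB1 efflux block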
Bcl-B Bim block: disrupts Bim peptide binding to human Bcl-B | 190,000 tested, 0.073% active | Q9HD36 | bead-based flow cytometry | inhibition, % at 10 µM;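 note: 0% = tracer peptide without compound and 100% = reference inhibitor peptide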
Target sequence (Q9HD36 whole entry, looked up): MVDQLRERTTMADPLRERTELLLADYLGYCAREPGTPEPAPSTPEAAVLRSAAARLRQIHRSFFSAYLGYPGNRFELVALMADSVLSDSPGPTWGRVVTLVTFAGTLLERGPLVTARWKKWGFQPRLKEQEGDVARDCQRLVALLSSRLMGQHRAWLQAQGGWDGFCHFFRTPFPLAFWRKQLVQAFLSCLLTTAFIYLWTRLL
RGS7-Gao: modulates binding of RGS7 to human Galphao; Multiplexed bead flow cytometry; actives lie on both sides; AID 1439; P09471; 220,000 tested, 0.35% active; binding response (% of control), % at 10 µM; in the data active = binding response below about 49% or above about 150%; inconclusive = no clear call, values can overlap the other calls; inactive = in between;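 note: fluorescent Galphao held in activated GDP-AlF4 state binding bead-coupled RGS7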
Target sequence (P09471 whole entry, looked up): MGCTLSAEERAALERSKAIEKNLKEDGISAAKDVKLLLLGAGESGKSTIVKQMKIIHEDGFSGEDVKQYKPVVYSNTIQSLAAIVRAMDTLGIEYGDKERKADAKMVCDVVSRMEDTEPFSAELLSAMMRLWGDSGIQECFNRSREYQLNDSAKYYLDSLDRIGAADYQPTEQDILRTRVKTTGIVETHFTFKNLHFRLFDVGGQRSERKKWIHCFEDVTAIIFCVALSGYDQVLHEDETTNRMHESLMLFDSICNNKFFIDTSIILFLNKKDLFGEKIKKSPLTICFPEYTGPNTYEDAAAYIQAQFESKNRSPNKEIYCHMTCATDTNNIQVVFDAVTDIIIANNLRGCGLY
RGS8-Gao: human RGS8-Galphao interaction regulation. multiplexed bead flow cytometry, RGS8-Galphao binding; actives lie on both sides. response (percent of control binding), % at 10 µM. 220,000 tested, 0.34% active; in the data active = response below about 60% or above about 140%; inactive = in between;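 note: Galphao activated as the GDP aluminium fluoride complex binding bead-coupled RGS8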
ABCG2 block: inhibitors of human ABCG2 transporter, ABCB1 counter-screen. Q9UNQ0. IgMXP3 cells, JC-1 efflux, flow cytometry. inhibition, % at 6.6 µM. 190,000 tested, 0.1% active;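 active = inhibition above 80%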;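 note: 0% = DMSO and 100% = nicardipine control wells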
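Measure – % inhibition of efflux relative to nicardipine and DMSO · Test system – ABCG2 IgMXP3 and barcoded ABCB1 CCRF-Adr cell mix · Control set – nicardipine as high control, DMSO as low control · Compound – one concentration, 6.6 µM final · Signal – flow cytometry of retained JC-1 fluorescence · Timing – 10 min exposure at 25 °C with rotation, no wash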
Bim-Bcl-XL: human Bim-Bcl-XL interaction inhibition; 190,000 tested, 0.04% active; inhibition, % at 10 µM; AID 1007; Bim peptide-Bcl-XL binding, bead flow cytometry, fluorescence
Target sequence (Q07817 whole entry, looked up): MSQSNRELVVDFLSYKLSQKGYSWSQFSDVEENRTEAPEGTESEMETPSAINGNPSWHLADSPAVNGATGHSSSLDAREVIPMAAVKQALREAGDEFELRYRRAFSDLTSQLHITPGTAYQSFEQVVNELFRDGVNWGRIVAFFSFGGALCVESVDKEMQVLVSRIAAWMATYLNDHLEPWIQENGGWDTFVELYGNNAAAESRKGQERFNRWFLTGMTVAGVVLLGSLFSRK
RGS4-Gao reg: modulates binding of RGS4 to human Galphao. AID 1415. 220,000 tested, 0.33% active. Multiplexed bead flow cytometry; actives lie on both sides. P09471. binding response (% of control), % at 10 µM; in the data active = binding response below about 49% or above about 150%; inactive = in between;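 note: fluorescent Galphao activated with aluminum fluoride binding bead-coupled RGS4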
Bcl-2 Bim block: disrupts Bim peptide binding to human Bcl-2. P10415. Bead-based flow cytometry, Bim peptide-Bcl-2 binding. inhibition, % at 10 µM. 190,000 tested, 0.06% active. AID 950; in the data active = inhibition above about 40%; inconclusive = no clear call, values can overlap the other calls;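 note: 0% = no compound wells with probe peptide and 100% = reference peptide inhibitor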
Bim-Bfl-1: disrupts Bim binding to human Bfl-1. Q16548. Bead-based flow cytometry, Bim-Bfl-1 binding inhibition. inhibition, % at 10 µM. 190,000 tested, 0.12% active. AID 1008;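 note: 0% = wells without compound plus tracer and 100% = blocker peptide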
Bcl-W Bim block: inhibitors of Bim-Bcl-W interaction, human | Q92843 | bead-based flow cytometry, Bim peptide-Bcl-W binding | inhibition, % at 10 µM | 190,000 tested, 0.02% active;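 note: 0% = bound tracer without compound and 100% = peptide blocker; higher means less fluorescent Bim peptide bound to Bcl-W beads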
Target sequence (Q92843 whole entry, looked up): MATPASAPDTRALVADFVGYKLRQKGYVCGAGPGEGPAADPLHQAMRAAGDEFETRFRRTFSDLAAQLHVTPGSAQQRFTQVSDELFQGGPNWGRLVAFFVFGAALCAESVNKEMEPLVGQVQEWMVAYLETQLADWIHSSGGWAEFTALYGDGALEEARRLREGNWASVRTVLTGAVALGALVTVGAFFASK
An asterisk follows results filed as active; ? = inconclusive; / = no result given. Cut-off read from the data, not from the text of the source, unless noted: active = inhibition above about 40%.

smiles | RGS7-Gao | Bim-Bcl-XL | Bim-Bfl-1 | Bcl-B Bim block | ABCB1 inh | Bcl-2 Bim block | GSH fluor | Bcl-W Bim block | RGS8-Gao | RGS4-Gao reg | ABCG2 block
C=C(C)COc1ccc(-c2n[nH]c(C)c2-c2ccccc2OC)c(O)c1 | 95.8 | / | / | / | 0.0 | / | / | / | 95.7 | 99.2 | 1.2
Cc1cccc(Nc2ncnc3nc[nH]c23)c1C | 98.7 | -10.0 | -2.0 | -7.0 | -0.1 | -7.0 | 15 | -7.0 | 101.2 | 100.4 | 1.0
COC(=O)CCS(=O)(=O)c1ccc(Cl)c(Cl)c1 | 104.8 | 0.0 | -4.0 | 0.0 | -0.3 | -1.0 | 18 | -4.0 | 104.3 | 104.0 | -0.8
CCCCN=C(NNc1ccc(Br)cc1)C(=O)OCC | 99.9 | -2.0 | -10.0 | -5.0 | 0.6 | -4.0 | 11 | -1.0 | 100.8 | 100.7 | 5.8
O=C(Cc1cccs1)NCc1cccc(F)c1 | 104.1 | 0.0 | -5.0 | -6.0 | 0.1 | -7.0 | 18 | 0.0 | 105.8 | 101.3 | 1.0
Cn1c(=O)c2c(nc(NCC3CCCO3)n2Cc2cccc(Br)c2)n(C)c1=O (stereo not drawn) | 96.9 | 0.0 | -2.0 | -2.0 | 1.1 | -4.0 | 14 | -1.0 | 100.9 | 100.0 | 5.0
CN1CCCN(CC(O)COCc2cccs2)CC1 (stereo not drawn) | 101.5 | -1.0 | 0.0 | -1.0 | 0.6 | -3.0 | 19 | -1.0 | 104.6 | 105.7 | 2.0
O=C(NCC1CCCO1)c1ccc(COc2ccccc2Br)cc1 (stereo not drawn) | 96.0 | -5.0 | -2.0 | -8.0 | / | 0.0 | 12 | -5.0 | 84.2 | 93.5 | /
COc1cccc(C2CC(c3ccccc3)Nc3nc(N)nn32)c1 (stereo not drawn) | 100.1 | -3.0 | -8.0 | -4.0 | 0.8 | -3.0 | 19 | 0.0 | 100.6 | 93.2 | 1.1
COCCCNC(=O)CN(c1cccc(Cl)c1C)S(C)(=O)=O | 100.6 | -14.0 | -19.0 | -6.0 | -0.3 | -20.0 | 20 | -9.0 | 102.7 | 97.8 | -4.1
CCOc1cc(/C=C(/C#N)c2nc3ccccc3[nH]2)ccc1Oc1ccc([N+](=O)[O-])cn1 | 100.1 | 2.0 | -12.0 | -5.0 | 1.5 | -6.0 | 34 | 1.0 | 99.3 | 98.4 | 9.5
COc1cccc(C2=NOC(C(=O)NCc3ccccn3)C2)c1 (stereo not drawn) | 102.7 | -2.0 | -13.0 | -9.0 | 0.3 | -6.0 | 32 | 0.0 | 100.5 | 102.5 | 0.5
Cn1c(SCC(=O)Nc2cccc(F)c2)nc2c([nH]c3ccccc32)c1=O | 99.9 | 0.0 | 3.0 | 0.0 | -0.6 | -2.0 | 9 | 1.0 | 102.0 | 93.4 | 13.8
Cc1ccc2cc(CCNC(=O)c3cccc([N+](=O)[O-])c3)c(=O)[nH]c2c1C | 97.4 | -9.0 | -5.0 | -11.0 | 3.2 | -5.0 | 10 | -4.0 | 99.3 | 100.6 | 12.2
O=C(N/N=C/c1ccco1)c1cccc(S(=O)(=O)Nc2ccccc2Cl)c1 | 86.5 | -5.0 | -2.0 | 1.0 | -0.1 | 0.0 | 19 | 2.0 | 92.2 | 91.0 | 2.9
CCOc1ccc(-n2c(SCc3nc(-c4cccs4)no3)nnc2-c2ccncc2)cc1 | 100.8 | -5.0 | 1.0 | -1.0 | 2.4 | 2.0 | 23 | 0.0 | 97.3 | 97.0 | 3.0
C/C(CC(=O)Nc1ccc(F)cc1)=N\NC(=O)c1ccccn1 | 120.8 | -3.0 | -9.0 | -7.0 | -0.1 | 0.0 | 10 | -1.0 | 126.3 | 122.4 | 2.5
CCCN(CCC)CCCNC(=O)c1cc2cc3ccc(OC)cc3nc2o1 | 95.5 | 2.0 | -2.0 | 4.0 | 1.0 | 1.0 | 33 | 1.0 | 101.7 | 98.1 | 27.9
COc1ccc(Cl)cc1NC(=O)CN1C(=O)CC(C)S(=O)(=O)c2ccccc21 (stereo not drawn) | ? | -4.0 | -7.0 | -8.0 | 0.8 | -1.0 | 18 | -3.0 | 96.1 | 96.9 | 0.1
Clc1cccc(CSc2nnc(-c3c[nH]c4ccccc34)o2)c1 | 103.0 | 3.0 | 3.0 | 4.0 | -0.3 | -1.0 | 62 | 3.0 | 104.9 | 104.4 | -0.2

Record cards, from the list above. Order of values: RGS7-Gao	Bim-Bcl-XL	Bim-Bfl-1	Bcl-B Bim block	ABCB1 inh	Bcl-2 Bim block	GSH fluor	Bcl-W Bim block	RGS8-Gao	RGS4-Gao reg	ABCG2 block
`O=C(Cc1cccs1)NCc1cccc(F)c1` is entered as 104.1	0.0	-5.0	-6.0	0.1	-7.0	18	0.0	105.8	101.3	1.0
`CCOc1ccc(-n2c(SCc3nc(-c4cccs4)no3)nnc2-c2ccncc2)cc1` is entered as 100.8	-5.0	1.0	-1.0	2.4	2.0	23	0.0	97.3	97.0	3.0

Other structures follow.
smiles | RGS7-Gao | Bim-Bcl-XL | Bim-Bfl-1 | Bcl-B Bim block | ABCB1 inh | Bcl-2 Bim block | GSH fluor | Bcl-W Bim block | RGS8-Gao | RGS4-Gao reg | ABCG2 block
CC1CN(S(=O)(=O)c2ccc(C(=O)NN3CCN(C)CC3)cc2)CC(C)O1 (stereo not drawn) | 101.9 | -5.0 | 0.0 | -5.0 | 0.7 | 0.0 | 5 | 0.0 | 102.7 | 104.6 | 3.4
Cc1ccccc1N/N=C/c1ccc(N2CCOCC2)cc1 | 101.7 | -12.0 | -11.0 | -9.0 | 0.1 | -6.0 | 30 | 0.0 | 101.5 | 102.8 | 1.3
Nc1c(C(=O)Nc2nccs2)sc2nc(-c3cccs3)cc(C(F)(F)F)c12 | 123.4 | -4.0 | -2.0 | -6.0 | 12.9 | -4.0 | 24 | -2.0 | 103.3 | 132.0 | 18.3
O=C(NC1(C(F)(F)F)NC(=O)N(c2ccc(F)c(Cl)c2)C1=O)c1ccncc1 (stereo not drawn) | 101.0 | -2.0 | -10.0 | -6.0 | 0.5 | -5.0 | 10 | -6.0 | 94.5 | 86.1 | 5.4
CC(C)CNC(=O)COC(=O)c1c2c(nc3ccccc13)/C(=C/c1cccs1)CC2 | 93.8 | -3.0 | 0.0 | -8.0 | -0.4 | -3.0 | 13 | 0.0 | 90.7 | 93.3 | -1.9
Cc1ccc(C(=O)N(CC#N)CC#N)cc1C | 104.6 | -6.0 | -2.0 | -3.0 | -0.1 | -1.0 | 11 | -3.0 | 104.2 | 104.7 | 0.0
O=C(NN1C(=O)C2C(C1=O)C1C=CC2C12CC2)c1cccnc1 (stereo not drawn) | 101.8 | -3.0 | -6.0 | -5.0 | -0.6 | -1.0 | 12 | -2.0 | 99.6 | 101.3 | 5.0
COc1ccc(C2=NOC(C(=O)NCCN3CCOCC3)C2)cc1 (stereo not drawn) | 97.4 | 0.0 | 4.0 | 2.0 | 0.6 | 6.0 | 23 | 0.0 | 97.8 | 96.9 | 2.1
O=C(NCc1ccccn1)C(=O)C1C(=O)Nc2ccccc21 (stereo not drawn) | ? | 5.0 | 5.0 | -3.0 | 0.2 | 4.0 | 17 | 3.0 | 101.0 | 98.7 | 5.3
Cc1ccc(S(=O)(=O)/N=C/c2ccco2)cc1 | 101.5 | -16.0 | -2.0 | -3.0 | 0.5 | -3.0 | 50 | -4.0 | 88.4 | 76.9 | 2.5
CC(C)NC(=O)c1ccc(CS(=O)(=O)c2ccc(Br)cc2)o1 | 102.2 | -2.0 | -11.0 | -4.0 | 0.7 | -6.0 | 23 | 2.0 | 104.0 | 104.5 | 0.8
Cc1ccoc1C(=O)Nc1cccc(Oc2ccccc2)c1 | 103.3 | -2.0 | -14.0 | -10.0 | 0.6 | -6.0 | 22 | 2.0 | 100.1 | 105.8 | 3.6
CCCC1CC(CSC(=N)N)OC1=O (stereo not drawn) | 95.0 | -2.0 | -7.0 | -8.0 | 0.4 | -5.0 | 10 | 0.0 | 97.0 | 97.0 | 2.2
CC(C)(C)c1cn(-c2ccc(Cl)cc2)c(=S)[nH]1 | 119.4 | 0.0 | 13.0 | -10.0 | 0.5 | 0.0 | 4 | 6.0 | 90.1 | 100.2 | 2.9
Cc1ccc(-n2c3c(cc(C(=O)NCc4ccco4)c2=O)C(=O)CC(C)(C)C3)cc1 | 95.7 | 0.0 | -7.0 | -10.0 | 0.7 | -3.0 | 40 | 3.0 | 103.2 | 97.2 | 1.2
CCOC(=O)CC(=O)c1cc(OC)c(OC)c(OC)c1 | 98.2 | 1.0 | -7.0 | -3.0 | 0.3 | -5.0 | 43 | 3.0 | 99.9 | 97.1 | 1.8
CC1=[N+](CC(=O)NC(C)(C)C)CCc2ccccc21 | 99.7 | 0.0 | 0.0 | 0.0 | -0.5 | 0.0 | 25 | 0.0 | 101.6 | 100.6 | -10.7
COc1ccc2nc(NC(=O)CCn3cccc3)sc2c1 | 105.8 | -2.0 | -2.0 | -5.0 | 0.5 | -8.0 | 13 | 5.0 | 102.4 | 105.5 | 50.0
CC(=O)Nc1sc2c(c1C(c1ccc(F)cc1)N1CCOCC1)CCCC2 (stereo not drawn) | 97.1 | 0.0 | -2.0 | 0.0 | -0.2 | -1.0 | 19 | -4.0 | 98.7 | 98.0 | -0.6
CC(C)(C)/C(Cn1cncn1)=N\OC(=O)Nc1ccc(Cl)cc1 | 105.6 | -5.0 | 1.0 | -4.0 | 5.5 | 0.0 | 28 | 0.0 | 107.4 | 108.8 | 23.0

Some values from above:
Nc1c(C(=O)Nc2nccs2)sc2nc(-c3cccs3)cc(C(F)(F)F)c12 – RGS8-Gao: 103.3
O=C(NCC1CCCO1)c1ccc(COc2ccccc2Br)cc1 (stereo not drawn) – RGS8-Gao: 84.2
CCOc1ccc(-n2c(SCc3nc(-c4cccs4)no3)nnc2-c2ccncc2)cc1 – RGS8-Gao: 97.3
CC(C)NC(=O)c1ccc(CS(=O)(=O)c2ccc(Br)cc2)o1 – Bcl-B Bim block: -4.0

Remaining list, next part.
smiles | RGS7-Gao | Bim-Bcl-XL | Bim-Bfl-1 | Bcl-B Bim block | ABCB1 inh | Bcl-2 Bim block | GSH fluor | Bcl-W Bim block | RGS8-Gao | RGS4-Gao reg | ABCG2 block
Cc1nc2scc(-c3ccccc3)c2c(=O)n1N | 100.4 | 0.0 | 0.0 | 0.0 | 0.2 | 1.0 | 5 | -3.0 | 101.2 | 104.1 | 0.6
CCOC(=O)c1cnc(-n2nc(C)cc2C)nc1NNc1nc(-c2ccccc2)cc(-c2ccccc2)n1 | 103.2 | -7.0 | -13.0 | -11.0 | 6.8 | -5.0 | 15 | -9.0 | 101.5 | 99.5 | 27.8
COc1cc(C2NC(=S)NC3=C2CCc2ccccc23)cc(OC)c1OC (stereo not drawn) | 99.7 | -2.0 | 3.0 | -2.0 | 0.4 | 0.0 | 11 | -3.0 | 97.3 | 100.0 | -0.2
O=C(NC1(O)C(=O)c2ccccc2C1=O)c1ccccc1 | 88.7 | -2.0 | -7.0 | -5.0 | 0.0 | -7.0 | 11 | 0.0 | 94.6 | 95.0 | -6.8

Compound activity from PubChem BioAssay.
